# Screens as filed in PubChem BioAssay.
# DAGLB inhibitor: diacylglycerol lipase beta (human) inhibition; Q8NCG7; HEK293T DAGLB membrane lysate, EnzChek fluorogenic substrate; inhibition, % at 5.17 µM; hit rate 0.059% among 340,000; AID 504411; in the data active = inhibition above about 34%;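 note: 0% = enzyme with vehicle and 100% = wells lacking enzyme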
# Target sequence (Q8NCG7 whole entry, looked up): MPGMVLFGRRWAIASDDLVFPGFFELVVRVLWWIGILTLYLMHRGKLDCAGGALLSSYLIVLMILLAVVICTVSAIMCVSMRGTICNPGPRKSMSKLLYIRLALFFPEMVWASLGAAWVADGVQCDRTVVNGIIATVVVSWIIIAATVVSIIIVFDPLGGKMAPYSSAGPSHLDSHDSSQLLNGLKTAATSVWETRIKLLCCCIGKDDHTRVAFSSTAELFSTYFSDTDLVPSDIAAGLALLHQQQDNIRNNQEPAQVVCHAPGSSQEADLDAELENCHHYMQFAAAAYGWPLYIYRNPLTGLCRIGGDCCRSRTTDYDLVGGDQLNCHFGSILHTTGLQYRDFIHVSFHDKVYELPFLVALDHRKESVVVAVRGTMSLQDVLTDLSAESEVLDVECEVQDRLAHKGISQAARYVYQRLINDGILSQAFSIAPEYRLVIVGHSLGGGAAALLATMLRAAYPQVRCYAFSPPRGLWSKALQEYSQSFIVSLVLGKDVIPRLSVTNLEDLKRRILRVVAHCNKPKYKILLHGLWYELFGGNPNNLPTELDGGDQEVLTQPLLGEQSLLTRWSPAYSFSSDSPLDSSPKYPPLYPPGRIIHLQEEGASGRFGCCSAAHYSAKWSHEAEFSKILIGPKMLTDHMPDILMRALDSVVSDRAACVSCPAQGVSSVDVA
# Mot1-301 SUMO: blocks SUMOylation pathway, rescuing yeast Mot1-301 growth; S. cerevisiae Mot1-301 growth rescue, ATP luminescence, 38.5C; percent above DMSO median, 100 means doubled; growth rescue, % at 18.8 µM; hit rate 1% among 320,000; AID 2716;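 active = every valid replicate shows activation above 250% relative to neutral control wells; inactive = the rest, any valid replicate at or below 250%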;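 note: OY570 slx delta 5 strain wells were the positive control but not used for scaling; some compounds called inactive have numbers as strong as hits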
# PKA-R2B act: activates the human PKA-R2B holoenzyme complex; P22694+P31323; activation, % at 11.4 µM; hit rate 0.079% among 340,000; PKA-R2B holoenzyme dissociation, Cy5-IP20 fluorescence polarization; R2B truncated from residue 108, S112A mutant; 0% DMSO only, 100% 113 µM cGMP;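 active = activation above a cutoff set at the mean over all compounds plus 3 SD, cut at about 18% in these data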;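 note: higher means more holoenzyme dissociation and a rise in polarization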
# Target sequence (P31323 whole entry, looked up, other chains not shown, the tested form may be a part): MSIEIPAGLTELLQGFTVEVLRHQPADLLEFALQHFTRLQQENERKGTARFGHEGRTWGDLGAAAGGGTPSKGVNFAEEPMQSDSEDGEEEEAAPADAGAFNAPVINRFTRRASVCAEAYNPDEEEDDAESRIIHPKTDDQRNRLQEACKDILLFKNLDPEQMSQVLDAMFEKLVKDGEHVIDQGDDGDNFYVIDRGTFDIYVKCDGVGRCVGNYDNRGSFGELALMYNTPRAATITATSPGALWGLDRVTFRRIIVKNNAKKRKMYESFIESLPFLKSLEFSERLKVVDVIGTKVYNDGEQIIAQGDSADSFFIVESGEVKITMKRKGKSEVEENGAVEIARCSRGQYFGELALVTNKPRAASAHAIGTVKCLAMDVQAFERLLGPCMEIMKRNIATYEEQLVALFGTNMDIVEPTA
# Ecoli viability: bacterial growth inhibition, counter-screen for AddAB inhibitors; E. coli V3065 growth, OD600 absorbance, 18 h; inhibition, % at 11.9 µM; hit rate 0.27% among 330,000; AID 449728;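 active = inhibition above the campaign's mean inhibition across all tested compounds plus 3 SD, cut at about 9.9% in these data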;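 note: uninfected addAB+ strain grown without phage in ampicillin broth; 0% = DMSO wells and 100% = ciprofloxacin 0.95 µg/ml wells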
# Tat transport: blocks Tat-dependent protein export in E. coli. E. coli MC4100 TorA-mCherry Tat export, fluorescence. inhibition, % at 10 µM. hit rate 0.036% among 340,000. AID 488895;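 active = mean replicate inhibition at least 50% and at least half of replicates individually reaching 50%; inconclusive = only one of the two criteria met; inactive = neither criterion met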;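 note: exported cargo escapes ClpAP degradation while cytoplasmic cargo is degraded and loses fluorescence; 0% = median of neutral control wells and 100% = median of NaSCN control wells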
# HTR5A ag: counter-screen for OPRM1-OPRD1 agonists: human HTR5A agonism; P47898; HTR5A agonist assay, luminescence, cell-based; activation, % at 9.3 µM; hit rate 0.61% among 340,000; AID 504692; in the data active = activation mostly above about 9.5%, no sharp cut-off; inactive = mostly below about 7.6%;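 note: 0% = cells with vehicle only and 100% = reference agonist; strong numbers were not always called active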
# CDK5 inh: CDK5/p35 (human) kinase inhibition. AID 488839. Q00535+Q15078. hit rate 0.01% among 330,000. inhibition, % at 10 µM. Recombinant CDK5/p35, ADP-Glo luminescence, 60 min;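 active = highest replicate inhibition of at least 50% and at least 75% of replicates reaching 50%; inconclusive = only one of the two criteria met; inactive = both criteria failed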;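 note: plate controls were DMSO neutral control for no effect and GW8510 at 10 µM for full effect; many of its hits are not listed in these tables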
# phage Ecoli inh: E. coli growth loss with phage present; growth absorbance; inhibition, % at 11.9 µM; hit rate 0.26% among 360,000; AID 651602; in the data active = inhibition above about 11%
# HTR5A inv ag: HTR5A inverse agonism, opioid heterodimer counter-screen; AID 504634; hit rate 0.083% among 340,000; inhibition, % at 9.3 µM; HTR5A cell line, luminescence; P47898; in the data active = inhibition mostly above about 23%, no sharp cut-off; inactive = mostly below about 18%;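 note: 0% = cells with DMSO and 100% = no-cell wells with DMSO; some compounds called inactive have numbers as strong as hits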
# AddAB inh: less growth of phage-infected E. coli with AddAB | E. coli expressing H. pylori AddAB, absorbance growth | AID 435030 | inhibition, % at 11.9 µM | hit rate 0.29% among 330,000; in the data active = inhibition above about 12%;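 note: 0% = vehicle wells of infected cells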
# PKA-R1A act: activators of PKA-R1A complex | P00514+P68181 | PKA-R1A dissociation, Cy5-IP20 fluorescence polarization; scaled: DMSO 0%, 113 µM cGMP 100% | activation, % at 11.4 µM | hit rate 0.083% among 340,000;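 active = percent activation above the mean of all tested compounds plus 3 SD, cut at about 19% in these data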;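 note: higher means more PKAc released from R1A so a rise in polarization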
# * = called active by the depositor; u = inconclusive; x = no result given.
structure	DAGLB inhibitor	Mot1-301 SUMO	PKA-R2B act	Ecoli viability	Tat transport	HTR5A ag	CDK5 inh	phage Ecoli inh	HTR5A inv ag	AddAB inh	PKA-R1A act
O=C(NNS(=O)(=O)c1ccc(Cl)cc1)c1cnn(-c2ccccc2)c1-n1cccc1	0	4	-4	2.0	-9	2	0.2	2.0	12	0.1	-11
N=c1n(Cc2ccccc2)c2ccccc2n1CC(O)c1ccco1 (stereo unspecified)	-4	-3	-2	2.4	-14	5	1.2	1.8	-12	-2.1	0
Cc1nc(N2CCOCC2)c(C#N)c(C)c1Br	-5	11	5	2.5	-1	-3	0.7	2.1	6	-0.1	-2
Cc1cc(C(=O)CCC(=O)NC(C)c2ccc(S(N)(=O)=O)cc2)c(C)s1 (stereo unspecified)	0	-25	-5	1.8	-10	0	-1.7	-0.1	0	2.2	7
CCOc1ccc(C(=O)N/N=C/c2cc([N+](=O)[O-])cs2)cc1	-4	-2	-5	0.2	2	-3	3.1	4.2	-1	1.4	-10
Cc1ccc(S(=O)(=O)Nc2ccc3c(c2)OCCO3)c(C)c1NS(C)(=O)=O	0	28	0	-0.6	-6	5	-0.7	2.8	-22	1.0	-4
CCn1c(-c2cccnc2Cl)nc2ccccc21	0	11	-8	-3.7	9	0	0.9	4.4	24	-1.1	-7
NC(=O)C1CCN(CCC(=O)Nc2ccc(F)c(F)c2)CC1	-1	23	-10	-0.2	2	-5	0.1	0.2	-25	6.0	-5
CN(C)S(=O)(=O)c1ccc(N2CCOCC2)c(C(=O)O)c1	-1	1	4	0.8	-4	1	0.9	1.7	-3	-0.8	5
Nc1cc2ccccc2oc1=O	3	7	3	2.5	-2	4	0.0	2.5	-14	4.5	-9
CCOc1ccc(OCC(=O)OC(C)C(=O)NC2CCCCC2C)cc1 (stereo unspecified)	-5	4	-1	1.1	-5	1	-1.3	0.5	-39	0.9	-2
COCCOC(=O)c1c(C)oc2ccc(OC(=O)COc3c(F)c(F)c(F)c(F)c3F)cc12	-1	-19	8	1.6	-5	3	-0.8	3.2	-17	1.6	7
O=C(OCC(=O)c1ccccc1Cl)c1cnccn1	-1	6	3	-1.5	-2	-1	-3.1	1.2	12	5.8	-4
COC(=O)C1CCN(C(=O)CCC2CCCCC2)CC1	-2	-2	-4	1.0	-3	1	0.5	4.1	-8	1.2	7
COc1ccc(CNC2CCCCC2)cc1	-1	-8	6	-1.4	-5	-2	0.1	1.4	-15	-0.8	-21
O=C(CSc1ccc2nnc(-c3ccccc3)n2n1)N1CCCCC1	-2	4	-13	3.3	7	9	-2.3	-2.5	-14	3.8	-4
CC(=O)Nc1ccc(SCC(=O)Nc2ccc3c(c2)OCCO3)cc1	0	7	-3	0.1	4	-5	0.4	1.6	16	1.6	4
c1ccc(C[n+]2ccc3ccccc3c2)cc1	-3	-5	-6	-2.4	-1	-1	0.4	2.1	3	3.4	11
Cc1ccc(C2CC(=O)c3cnc(NC(=O)c4ccco4)nc3C2)cc1 (stereo unspecified)	5	x	1	x	6	6	-2.5	0.5	-21	x	-11
CCn1c(SCC(=O)N/N=C\c2ccccc2OCC(=O)O)nnc1-c1ccc(Cl)cc1	0	34	5	-2.5	-6	-3	-0.4	-0.8	-19	-2.4	-2
Cc1nc(NCc2ccccc2)[nH]c(=O)c1CCC(C)C	-6	-10	-9	2.2	-1	-2	-1.1	5.5	-10	2.5	-1
O=C(CSCc1nc2ccccc2[nH]1)Nc1ccc(Oc2ccccc2)cc1	-4	43	0	-0.3	2	0	0.3	2.9	1	0.4	-22
Cc1ccc2cc(CN(Cc3ccco3)C(=O)c3cccs3)c(=O)[nH]c2c1	4	-7	-9	2.4	-5	-2	2.0	0.7	-20	2.4	-7
Cc1cc(CNC(=O)CC2C(=O)NCCN2Cc2ccccc2)nn1C (stereo unspecified)	0	15	3	-0.1	-6	-3	2.4	1.6	-17	0.0	-4
COC(=O)c1c(C(=O)OC)c(-c2ccccc2)n2c1CCC2	0	-1	-6	0.3	7	0	0.6	x	2	0.7	-3
O=C(Nc1sc2c(c1C(=O)O)CCC2)c1ccccc1F	1	-4	0	0.9	14	2	-0.4	0.2	25	3.9	-10
CC(C)/C=C/C(=O)N1CCC(N2CCC(C(=O)N3CCOCC3)CC2)CC1	3	14	-8	-1.0	-6	-3	-1.4	4.1	18	-0.4	-6
COC(=O)CCSc1cc([N+](=O)[O-])cc2c1c(C1OCCS1)nn2-c1ccccc1 (stereo unspecified)	-6	124	-2	0.1	-3	0	3.2	-0.4	-1	0.0	1
COc1cccc(OCc2nnc(-c3cccs3)o2)c1	-1	340	10	1.3	4	-4	1.2	1.3	-18	-0.2	3
Cc1ccc(-c2csc(Nc3ccc(C(=O)O)cc3)[n+]2Cc2ccccc2)cc1	-1	-10	-4	0.8	7	5	-1.2	0.1	5	1.0	-4
COc1ccc(NC(=O)O/N=C/c2ccccc2Cl)cc1	-8	224	1	-0.6	-4	2	0.9	2.9	-36	1.1	-2
O=C(NC1CCCc2ccccc21)C1CCN(C(=O)c2sccc2-n2cccc2)CC1 (stereo unspecified)	0	2	-1	-0.9	3	5	0.1	1.4	5	-2.8	-26
Cc1nnsc1C(=O)Nc1ccc(Cl)cc1	-2	-10	-2	-0.2	-5	2	-0.2	3.2	0	4.1	-1
CCOP(=O)(c1ccccc1)C(O)c1ccc(Br)cc1 (stereo unspecified)	2	3	-4	1.7	-2	-1	-0.9	3.0	5	3.1	-14
CC1CCN(C(=O)c2cc3ccccc3cc2O)CC1	2	212	-5	0.8	-3	0	1.3	1.5	-6	5.0	6
Cc1occc1C(=O)N/N=C/c1ccccc1[N+](=O)[O-]	2	-11	4	0.5	-5	1	1.2	2.4	-19	1.2	1
CCOC(=O)N1CCN(c2c(N3CC=C(c4ccccc4)CC3)c(=O)c2=O)CC1	-1	-3	-9	-3.7	1	2	-0.5	2.2	-6	-0.9	-4
Cc1ccc(-c2nc3cc(Br)cnc3nc2-c2ccc(C)cc2)cc1	-3	-17	-2	-0.2	4	-2	0.2	1.5	-2	-0.3	0
Cc1ccc2c(C)c(C(=O)N(Cc3ccccc3)C3CCS(=O)(=O)C3)oc2c1 (stereo unspecified)	10	246	1	-0.6	8	3	0.1	0.1	-7	0.8	-8
CC(C)(C)OC(=O)N1O[C@H]2C[C@@H]1[C@@H]1[C@@H]2N=NN1C12CC3CC(CC(C3)C1)C2	-4	x	-1	2.1	2	1	-1.4	0.9	-3	2.7	-1
O=C(NCc1ccncc1)C1CCCN(S(=O)(=O)Cc2ccccc2)C1 (stereo unspecified)	-1	-17	4	-1.8	3	3	-0.5	3.3	14	0.5	-4
CC(C)N(Cc1nc(-c2ccccc2)no1)C(=O)c1ccc(Br)o1	-6	-16	10	1.6	2	1	1.8	2.0	8	-0.1	-17
Cc1nn2c(N3CCOCC3)cc(C(C)(C)C)nc2c1-c1ccccc1	-2	-14	-2	-0.1	-7	0	-0.6	0.3	-2	-4.4	-9
Cc1cccc(-c2onc3ccc(C4(C)OCCO4)cc23)c1	-10	-12	-6	-1.2	u	-1	-2.2	-0.5	6	2.9	-3
N#Cc1ccc(OCC(=O)N/N=C2/CC(c3ccccc3)Oc3ccccc32)cc1 (stereo unspecified)	-1	-1	-1	1.3	-9	8	1.4	3.2	3	6.4	-5
O=C(O)c1cc2ncc(CCO)cn2n1	-1	454	5	-2.9	2	8	0.5	3.7	-28	3.1	-5
O=C(CN1CCN(S(=O)(=O)c2ccc(Cl)cc2)CC1)NC(=O)NC1CCCCC1	-2	-4	2	4.6	2	-1	0.6	0.6	-6	0.2	-10
Cc1ccc(C(=O)NC2CCN(CC(=O)Nc3c(C)cc(C)cc3C)CC2)cc1	0	-6	1	-2.2	-15	-4	0.6	-2.3	-13	-0.2	-7
Cc1cc(=O)oc2c(C)c(OCC(=O)NC3CCN(Cc4ccccc4)CC3)ccc12	2	7	1	-0.9	1	2	-1.1	0.2	-7	1.9	0
O=C(CCN1CCOCC1)N/N=C/c1cc(Br)cc(Br)c1O	2	53	8	0.5	-1	-1	-0.6	9.7	4	4.7	-8
CC(=O)OCC(=O)C12OC(C)(C)OC1CC1C3CC=C4CC(O)CCC4(C)C3CCC12C (stereo unspecified)	-3	x	2	x	-12	-1	1.0	-0.8	3	x	5
COC(=O)c1ccc(S(=O)(=O)c2ccc([N+](=O)[O-])cc2)cc1	0	33	4	3.0	2	0	0.0	3.5	1	1.4	-7
O=C(COc1ccccc1F)Nc1ccc2c(c1)OCCO2	-12	-17	-8	1.2	-3	1	-2.3	5.4	2	1.0	6
COc1ccccc1Oc1nnnn1-c1ccc(C(N)=O)cc1	1	10	-1	-1.2	-12	-1	1.4	3.1	-7	3.3	-5
Cc1cc(C)nc(NC(=O)COc2cc(Cl)cc(Cl)c2)n1	3	8	2	-1.2	-2	-3	-1.0	-1.1	6	2.2	-4
CCOC(=O)c1c(NC(=O)COC(=O)c2nc(Cl)ccc2Cl)sc(C(=O)NC)c1C	-2	-14	6	2.1	0	2	1.6	4.6	-6	-0.7	-1
COc1ccc(OC)c(NC(=O)COC(=O)CCc2ccc(S(=O)(=O)N3CCOCC3)cc2)c1	-1	-6	-9	-0.9	6	-2	1.0	-2.4	9	-0.8	0
CC(C)CC(=O)Nc1ccc(C(=O)COC(=O)Cc2n[nH]c(=O)c3ccccc23)cc1	-2	10	-4	-0.3	6	-2	-0.1	-0.7	6	2.2	-5
O=C(COC(=O)C1CC1)Nc1ccc(Cl)cc1Cl	-2	6	-11	1.8	-7	-2	-4.7	-0.8	6	3.2	-9
COc1ccc(-c2csc(NC(=S)NC(=O)c3ccco3)n2)cc1	0	-4	7	-2.6	-3	1	-1.1	-0.8	-3	-1.2	10

# Further compounds.
structure	DAGLB inhibitor	Mot1-301 SUMO	PKA-R2B act	Ecoli viability	Tat transport	HTR5A ag	CDK5 inh	phage Ecoli inh	HTR5A inv ag	AddAB inh	PKA-R1A act
CCOC(=O)Cc1nnc(NC(=O)CCc2ccccc2)s1	0	-4	-5	1.5	-5	1	0.6	0.0	-2	3.2	-3
CCc1cc(=O)oc2cc(OCC(=O)N3CC[C@@]4(O)CCCC[C@H]4C3)ccc12	0	7	2	-3.0	6	2	1.3	1.6	2	3.4	-2
O=C(C1=C[C@@H](c2coc3ccccc3c2=O)C[C@@H](OCc2ccc(CO)cc2)O1)N1CCOCC1	-2	1	-13	0.7	-2	5	-2.0	1.4	-14	1.4	-4
O=C(N/N=C/C=C/c1ccccc1[N+](=O)[O-])c1cc(-c2ccccc2)n[nH]1	1	-7	-7	1.2	-9	0	0.0	1.8	21	4.0	-6
CN(Cc1ccccc1)C(=O)c1nc2ccccn2c1CN1CCc2sccc2C1	-2	29	2	-1.9	2	9	-1.3	5.5	-3	2.5	3
